Akt phos inh = HTS Assay for Inhibitors of Akt Phophorylation: Primary Screen; activity change, % for hits at 50 µM; AID 651550, 2012; 360,000 compounds, 0.32% hits; Neuro2A IGF-stimulated pAkt S473 HTRF, 20 min; stronger effect = lower value; in the data active = activity change below about -80%; inconclusive = mostly about -51% to -80%; also: % is scaled to controls: 0 for no effect and ±100 for the full control effect
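Neuro2A cells in DMEM with 0.5% FBS, overnight at 37 deg C, given compound at single 50 µM final, then IGF (6 nM final) for 20 min at 37 deg C. Lysed; phospho-Akt Ser473 by HTRF after 24 h, 665/615 ratio.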
aSyn rescue = qHTS of alpha-syn Inhibitors; Potency, µM (doses to about 46.1 µM), for inactives: at the highest dose growth rescue (activation), hits mostly activators; 370,000 compounds, 0.14% hits; Yeast expressing alpha-synuclein, growth rescue, BacTiter-Glo, 24 h; also: potency is read from the fitted curve at half-maximal effect; % of control where 0% means no effect; nearly all actives have a fitted effect of over 65% in size
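Galactose-induced alpha-syn yeast (OD600=0.02, raffinose-pregrown) + pinned cpd, 24 hr, 30 deg C; growth by BacTiter-Glo luminescence. Growth restoration scores as activation.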
GLP-1R inv ag = qHTS of GLP-1 Receptor Inverse Agonists (Inhibition Mode); Glucagon-like peptide 1 receptor (Homo sapiens), P43220; HEK293 GLP-1R CRE-luciferase, luminescence, 24 h; GLP-1R form is constitutively active; Potency, µM (highest dose often 38.3 µM), for the others: top-dose activity change, negative = inhibition, usual class: inhibitors; 410,000 compounds, 1.6% hits; AID 624417, 2012; also: potency is read from the fitted curve at half-maximal effect; % is scaled to controls: 0 for no effect and ±100 for the full control effect; nearly all actives have a fitted effect of over 55% in size
Target sequence (P43220 whole entry, looked up): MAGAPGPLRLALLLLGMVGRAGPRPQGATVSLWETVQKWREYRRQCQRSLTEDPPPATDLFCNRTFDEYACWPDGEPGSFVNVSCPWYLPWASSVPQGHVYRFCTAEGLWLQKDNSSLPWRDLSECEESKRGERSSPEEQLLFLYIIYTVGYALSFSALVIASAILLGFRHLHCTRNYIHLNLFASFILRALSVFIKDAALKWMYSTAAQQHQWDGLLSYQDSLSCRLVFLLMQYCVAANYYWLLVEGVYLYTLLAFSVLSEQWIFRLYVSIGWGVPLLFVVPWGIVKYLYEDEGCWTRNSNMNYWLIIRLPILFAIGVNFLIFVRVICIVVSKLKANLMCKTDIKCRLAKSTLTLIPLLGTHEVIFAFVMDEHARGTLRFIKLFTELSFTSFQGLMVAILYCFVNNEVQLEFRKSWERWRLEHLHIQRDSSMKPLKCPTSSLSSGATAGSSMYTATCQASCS
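Readout was luciferase luminescence, measured 12 min after detection reagent at room temperature. Beforehand, GLP-1R reporter HEK293 cells had sat 12 h, then received compounds for 24 hr at 37 deg C.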
GLP-1R agonist = qHTS of GLP-1 Receptor Agonists; Glucagon-like peptide 1 receptor (Homo sapiens), P43220; HEK293 GLP-1R CRE-luciferase, luminescence, 4-6 h; cells express a hypersensitive GLP-1R form; Potency, µM (top dose mostly 45.6 µM), for inactives: top-dose activation, usual class: activators; 380,000 compounds, 0.007% hits; AID 624172, 2012; also: potency is read from the fitted curve at half-maximal effect; % of control where 0% means no effect
TDP-43 yeast inh = qHTS of TDP-43 Inhibitors | TDP-43 expressing yeast growth rescue, BacTiter-Glo, 24 h | Potency, µM (titrated, usually from 46.1 µM), without a hit: at the top dose growth rescue (activation), usual class: activators | 410,000 compounds, 1.8% hits | AID 652104, 2013; also: potency is read from the fitted curve at half-maximal effect; % of control where 0% means no effect; nearly all actives have a fitted effect of over 50% in size
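Yeast cells expressing TDP-43 under galactose induction are exposed to compounds for 24 hr at 30 deg C. BacTiter-Glo luminescence measures growth, so protective compounds score as activators.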
Abeta yeast res = qHTS for compounds that reverse cellular toxicity of Amyloid beta (A-beta) peptide in yeast: Primary Screen; yeast expressing A-beta42, growth rescue, OD600, 48 h; response scale: 0% DMSO, 100% iron-clioquinol control; Potency, µM (highest dose often 46.1 µM), for inactives: top-dose growth rescue, actives largely listed as activators; 410,000 compounds, 0.063% hits; AID 1347071, 2019; also: potency is read from the fitted curve at half-maximal effect; nearly all actives have a fitted effect of over 55% in size
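Yeast growth medium received pinned compounds, then yeast cells expressing toxic A-beta were added; plates incubated at 30 C for 48 hr. Growth read as absorbance at 600 nm, normalized to DMSO and equimolar FeCl3 plus clioquinol controls.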
DRD3 antagonist = qHTS of D3 Dopamine Receptor Antagonist: qHTS | D3R cells, DiscoveRx beta-arrestin luminescence, antagonist mode; stronger effect = lower value | 360,000 compounds, 2.5% hits | D(3) dopamine receptor (Homo sapiens), P35462 | max response, negative = inhibition, %; in the data active = max response below about -50%; inconclusive = no clear call, values can overlap the other calls; also: % is scaled to controls: 0 for no effect and ±100 for the full control effect; mostly tested at two doses, the higher about 12 µM
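Cells expressing the human receptor were seeded at 1500 cells/well, incubated overnight at 37 degrees C in 5% CO2, then exposed to library compounds with dopamine controls for 90 minutes at 37 degrees C before luminescent detection.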
FUS yeast rescue = qHTS for Suppressors of FUS Proteinopathy: Primary screen using FUS-linked yeast assay; 390,000 compounds, 0.24% hits; S. cerevisiae FUS-expressing, growth rescue, OD600, 24 h; AID 1347120, 2019; Potency, µM (top dose mostly 76.6 µM), for inactives: top-dose growth rescue (activation), hits mostly activators;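 also: potency is read from the fitted curve at half-maximal effect; plate controls were DMSO vehicle for no effect and reference control for full effect; nearly all actives have a fitted effect of over 55% in size; some results filed as inactive show a strong effect at the top dose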
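Cultures pregrown in 2.5% raffinose medium are shifted to minimal medium containing 2% galactose to express toxic FUS. Compounds are tested at several concentrations. After 24hr at 30C, growth is quantified at 600 nm absorbance.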
PTHR1 ag = qHTS for PTHR1 Agonists: Primary Screen; Parathyroid hormone/parathyroid hormone-related peptide receptor (Homo sapiens), Q03431; HEK293 GP2 PTHR1 cells, GloSensor cAMP luminescence, 1 h; Potency, µM (series often up to 115 µM), for the others: top-dose activation, hits mostly activators; 410,000 compounds, 0.075% hits; AID 743266, 2014; also: potency is read from the fitted curve at half-maximal effect; nearly all actives have a fitted effect of over 55% in size; some results filed as inactive show a strong effect at the top dose; inactives centre near -15; many of its hits are not listed in these tables
Target sequence (Q03431 whole entry, looked up): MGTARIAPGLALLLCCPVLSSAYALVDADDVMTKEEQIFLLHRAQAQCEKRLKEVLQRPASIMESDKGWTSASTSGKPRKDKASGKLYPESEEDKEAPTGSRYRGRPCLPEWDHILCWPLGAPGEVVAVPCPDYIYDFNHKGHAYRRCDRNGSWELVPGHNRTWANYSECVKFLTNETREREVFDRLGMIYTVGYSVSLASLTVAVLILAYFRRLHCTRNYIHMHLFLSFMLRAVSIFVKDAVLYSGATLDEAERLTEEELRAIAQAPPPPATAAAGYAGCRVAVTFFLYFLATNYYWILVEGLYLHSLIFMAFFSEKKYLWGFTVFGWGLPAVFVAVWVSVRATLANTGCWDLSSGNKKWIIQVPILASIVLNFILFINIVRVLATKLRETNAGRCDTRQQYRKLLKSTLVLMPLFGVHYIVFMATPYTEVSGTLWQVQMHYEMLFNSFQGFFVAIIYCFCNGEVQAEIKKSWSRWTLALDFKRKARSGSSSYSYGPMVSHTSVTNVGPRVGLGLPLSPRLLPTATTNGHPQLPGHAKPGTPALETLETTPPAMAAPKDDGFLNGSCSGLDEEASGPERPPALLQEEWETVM
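HEK-293-derived GP2 cells expressing PTHR1 and a GloSensor cAMP reporter, 3,000/well, plated overnight, given luciferin plus IBMX (each 0.5 mM as added) for 1 h at 37 °C, then compound for 1 h at 37 °C. Luminescence was read after 15 min at room temperature.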
* marks the source's active call; other numbers are inactive results; i = inactive; ? = inconclusive; · = not tested or not shown; [ ] = another dose, or the depositor's remark. Unless noted, calls follow the shape of the dose curve; as a rule, active = well fitted curve in the direction sought with a large enough effect; inconclusive = small, poorly fitted or top-dose-only effect, or another doubt; inactive = no such curve, though single readings can be large; an effect the other way counts as inactive or inconclusive. These rows are one share of the data; rates above refer to the full screens.

SMILES,PTHR1 ag,aSyn rescue,DRD3 antagonist,GLP-1R agonist,Akt phos inh,Abeta yeast res,FUS yeast rescue,GLP-1R inv ag,TDP-43 yeast inh
O=C(/C=C/c1ccco1)NCC1OCCc2ccccc21 (configuration not stated),i,2.8%,10.4,5.7%,i,8.9%,46.8%,10.7%,6.7%
CCCC1=Nc2cc(C(=O)NCCCN3CCOCC3)ccc2Sc2ccccc21,i,1.6%,-26.0,-1.8%,i,-12.2%,?,?,-23.7%
C=CCNC(=O)Nc1cc(Cl)ccc1OC,i,0.0%,-14.1,-5.6%,i,-0.3%,-6.7%,8.9%,?
NC(=O)CN1C(=O)C(=O)N(Cc2ccc(Cl)cc2)C1=O,-21.6%,1.0%,0.0,19.5%,i,1.1%,-17.8%,-1.9%,16.0%
Cc1ccc(C)c(NC(=O)CCC(=O)N/N=C/c2ccc3c(c2)OCO3)c1,i,5.5%,6.6,8.6%,i,-0.4%,1.2%,-11.8%,-10.6%
COc1ccc(CCNC(=O)C(=O)NCC2OCCN2S(=O)(=O)c2ccc3c(c2)OCCO3)cc1OC (configuration not stated),-30.1%,-4.4%,23.9,7.2%,i,-1.7%,·,38.2%[activator],5.9%
CC(=O)Nc1ccc(S(=O)(=O)NC2(C(F)(F)F)N=C(c3ccccc3)NC2=O)cc1 (configuration not stated),-28.1%,2.3%,17.5,2.9%,i,10.4%,16.7%,?,-13.6%
Nc1nc(N)c2cc(S(=O)(=O)c3cccc(C(F)(F)F)c3)ccc2n1,-33.1%[inhibitor],1.4%,21.9,-6.2%,i,1.1%,-11.0%,38.8%[activator],14.4%
CN1CC(=O)N(C)c2nc(Br)n(C)c2C1=O,-11.0%[57.5 µM],-0.5%,-13.3,-1.6%,i,4.5%,-2.8%,0.0%,-13.5%
CCCCC(=O)N1C(C)CCC1C (configuration not stated),i,3.1%,17.3,0.3%,i,1.0%,-13.0%,-0.4%,19.9%
COc1cccc(/C=C/C(=O)NNC(=O)c2ccccc2)c1OC,i,4.9%,-18.2,10.4%,i,-5.7%,-12.5%,-27.8%,-4.6%
Cc1sc2ncn(CC(=O)NCC(=O)N3CCN(c4ccccc4F)CC3)c(=O)c2c1C,-23.5%,-2.7%,-1.8,-2.8%,i,15.2%,-11.9%,5.9%,0.5%
Cc1cccc2c(=O)c(-c3ccc4c(c3)OCO4)c(NC(=O)c3ccco3)oc12,i,2.3%,-0.2,7.3%,i,9.0%,-23.9%,16.0%,15.8µM*
CCc1ccc(NCc2nc3ccccc3c(=O)[nH]2)cc1,-63.8%[inhibitor][57.5 µM],4.0%,-13.7,-3.7%,i,8.8%,19.3%,-29.3%,15.3%
CC(C)CC1NC(=O)N(CC(=O)Nc2ccc(OCc3ccccc3)cc2)C1=O (configuration not stated),-8.0%,0.7%,14.6,3.8%,i,-11.5%,5.1%,11.2µM*,-6.5%
COC(=O)Cc1ccc(NC(=S)Nc2ccc(N3CCOCC3)cc2)cc1,i,-3.2%,12.6,9.3%,i,-6.4%,45.6%,7.2%,-38.2%[inhibitor][0.397 µM]
Cc1ccc(-n2c(=O)c3oc4ccccc4c3n(Cc3ccccc3)c2=O)cc1C,-4.1%,·,·,·,·,6.6%,-10.0%,-2.7%,18.8%
COc1ccc(CCn2c(C)cc(C(=O)CN3C(=O)C(=O)N(Cc4ccco4)C3=O)c2C)cc1,-8.4%,0.0%[1.84 µM],2.9,4.0%,i,9.5%,?,?,5.0%
CCCOc1ccc(C2C(C(=O)c3ccc(C)o3)=C(O)C(=O)N2CCN2CCOCC2)cc1OC (configuration not stated),10.0%,-4.6%,-19.6,-0.3%,i,-1.5%,?,0.0%,-6.9%
CC(=O)N1CCN(CCN2C(C)=CC(=C(C#N)C#N)C=C2C)CC1,i,8.6%,-13.0,-1.4%,i,-8.8%,20.0%,6.3%,-15.5%
CCn1cc(C(=O)O)c(=O)c2cc(F)c(N3CCN(C(=O)Nc4ccccc4)CC3)cc21,1.6%[57.5 µM],-6.2%,-25.2,-9.0%,i,-8.8%,42.3%,0.0%,-22.7%
COc1ccc(C(=O)Nc2ccc(NC(=O)c3cccs3)cn2)cc1,i,1.7%,-17.8,4.0%,i,16.7%,24.8%,4.3%,1.1%
O=C(NCc1ccccc1Cl)c1nnc(Cc2ccc(Cl)cc2)o1,-17.3%,·,·,·,·,-6.2%,-1.0%,3.3%,18.8%
Cc1ccnc(NC(=O)C2CCCN(S(=O)(=O)c3ccc4[nH]c(=O)ccc4c3)C2)c1 (configuration not stated),-1.5%,-3.0%,8.9,-4.1%,i,14.5%,1.6%,4.5%,-0.3%
Cc1ccc(C)c(N2CCN(C(=O)c3c(C)oc4nc(C)nc(N5CCOCC5)c34)CC2)c1,i,·,·,·,·,-2.4%,34.9%,-0.8%,22.1%
O=c1c2c(nc3cc(-c4ccc(Cl)cc4)[nH]n13)CCS2,i,-0.7%,9.7,-4.1%,i,-3.3%,-25.0%,18.5%,9.1%
Cc1ccc(O)c(NC(=O)COCc2cc(-c3ccco3)on2)c1,-20.3%,·,·,·,·,-12.4%,0.0%,-7.3%,-1.6%
NCCc1nnc(SCc2c(F)cccc2Cl)o1,-0.6%[57.5 µM],1.4%,-22.6,-3.7%,i,20.3%,20.9%,-11.3%,-19.9%
O=C(c1ccc(NS(=O)(=O)c2ccc3c(c2)OCCO3)cc1)N1CCCCC1,-33.5%[inhibitor],-0.9%,2.8,2.3%,i,8.8%,9.9%,9.0%,-11.6%
C=C1CCN([C@@H](Cc2ccccc2)C(=O)N2CCOCC2)S(=O)(=O)c2ccccc21,i,9.1%,50.1,-8.1%,i,3.4%,-2.1%,-2.7%,?
CCN(CCO)c1ccc(NC(=S)Nc2cccc(S(=O)(=O)N(C)C)c2)cc1,-34.3%[inhibitor],7.1%,-12.1,10.4%,i,-25.5%,-4.4%,?,19.8%
CCOC(=O)[C@]12CCC=C1N(Cc1ccco1)C(=O)[C@H](CC(=O)N1CCN(C(=O)C3CC3)CC1)C2,23.4%,8.9%,?,-3.6%,i,-12.2%,9.9%,18.8%,13.3%
N#CCCN(C(=O)COC(=O)CCc1c[nH]c2ccccc12)c1ccc(F)cc1,-13.2%,1.0%,-29.5,-2.8%,i,1.8%,24.1%,?,-13.6%
COc1ccc(-n2nnc3c(=O)n(CC(=O)N4CCCCC4)cnc32)cc1,i,0.6%,?,7.2%,i,-1.9%,-16.6%,4.3%,22.6%
COC(=O)[C@@]12C[C@@H](CC(=O)NCc3ccc(OC)c(OC)c3)C(=O)N(Cc3ccccc3)C1=CCC(C)(C)C2,i,0.0%,11.4,·,i,9.8%,?,-12.4%,23.5%
CCCC(=O)Nc1nc(-c2ccc(OC)cc2)cs1,-31.2%[inhibitor][57.5 µM],-15.3%,16.6,-0.6%,i,22.3%,15.4%,?,?
CSc1ccc(C(O)c2ncc(-c3ccc(F)cc3)[nH]2)cc1 (configuration not stated),-2.2%,11.2%,3.2,8.9%,i,-8.2%,-15.2%,?,8.4%
Cc1ccc(/C=N/NC(=O)c2ccc(-n3cnnn3)cc2)cc1,i,3.0%,0.0,-47.6%[inhibitor],i,0.3%,·,-6.4%,14.5%
COc1ccc([C@H]2CN(c3ccc(OC)cc3)C(=O)[C@@H]2CC(=O)Nc2ccccc2)cc1,i,1.9%,10.0,5.4%,i,3.9%,?,-23.3%,29.3%
C=CCn1c(-c2cc(-c3ccccc3)sc2N)n[nH]c1=S,i,5.2%,-13.5,19.7%,i,1.9%,-3.9%,-2.0%,-8.9%[1.82 µM]
O=C(Cn1cc([N+](=O)[O-])ccc1=O)NCC(=O)Nc1ccc(F)c(F)c1F,i,-6.1%,-13.2,8.1%,i,-12.6%,-4.5%,-10.0%,-21.1%
COc1ccc(CC2(CO)CCN(S(=O)(=O)c3sccc3C)CC2)cc1,-4.7%,20.4%,8.3,6.2%,i,12.0%,-12.8%,-17.4%,?
COc1ccc(-c2oc3c(c2C#CCCCCO)C(OCCO)CC3)cc1 (configuration not stated),-24.3%,-5.2%,-1.1,27.3%,i,-1.0%,18.4%,8.5%,20.1%
c1ccc(N2CCN(Cc3cn4ccccc4n3)CC2)cc1,-95.2%[inhibitor],-2.9%,?,-2.8%,i,-9.7%,2.8%,15.6%,-4.1%
CCOC(=O)c1cnc(SCC(=O)c2ccc3c(c2)OCCO3)nc1N,-3.0%[57.5 µM],6.8%,-12.1,5.0%,i,-8.0%,-14.4%,0.1%,-24.4%
O=C(CP(=O)(O)CC(=O)c1ccccc1)c1ccccc1,-15.6%,-0.3%,-3.1,1.6%,i,9.3%,12.1%,0.0%,-14.5%

Screening results deposited in PubChem BioAssay by National Center for Advancing Translational Sciences (NCATS).
